High-throughput results (PubChem BioAssay)
Apoferritin bind: qHTS Assay for Identification of Novel General Anesthetics; Ferritin light chain (Equus caballus), P02791; apoferritin/1-aminoanthracene competitive binding, fluorescence; Potency, µM (series often up to 77.5 µM), inactives show at the top dose activity change, negative = displacement, most hits filed as inhibitors; hit rate 0.074% among 350,000; also: potency is read from the fitted curve at half-maximal effect; % is scaled to controls: 0 for no effect and ±100 for the full control effect; nearly all actives have a fitted effect of over 20% in size
Target sequence (P02791 2-175 limits assumed): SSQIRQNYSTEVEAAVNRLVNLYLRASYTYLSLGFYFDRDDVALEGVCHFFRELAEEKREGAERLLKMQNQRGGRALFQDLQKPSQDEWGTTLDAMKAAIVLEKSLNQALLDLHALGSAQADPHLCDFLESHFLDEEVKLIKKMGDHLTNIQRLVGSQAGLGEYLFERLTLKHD
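Concentration-response curves derived by four-parameter Hill fitting of normalized fluorescence, where compounds displaced 1-AMA from 10 uM horse apoferritin following a brief 10 min room-temperature incubation; propofol titration acted as positive control.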
POLI inh: qHTS for Inhibitors of Polymerase Iota; DNA polymerase iota (Homo sapiens), Q9UNA4; Pol iota fluorescent replication assay, 10 min; Potency, µM (highest dose often 115 µM), inactives show at the highest dose activity, negative = inhibition, most hits filed as inhibitors; hit rate 1% among 390,000; AID 588590, 2011; also: potency is read from the fitted curve at half-maximal effect
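Pol iota at 10 nM preincubated 15 min with compounds at room temperature; reaction started with fluorescent substrate, 50 nM final. Fluorescence read kinetically at 0 and 10 min; buffer-only wells as negative control.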
APE1 inh: qHTS Assay for Inhibitors of the Human Apurinic/apyrimidinic Endonuclease 1 (APE1) | DNA repair nuclease/redox regulator APEX1 (Homo sapiens), P27695 | AID 2517, 2012 | Potency, µM (titrated, usually from 65.8 µM), inactives show at the top dose activity change, negative = inhibition, hits mostly inhibitors | recombinant APE1, TAMRA/BHQ-2 abasic DNA cleavage fluorescence | hit rate 0.35% among 350,000;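 also: potency is read from the fitted curve at half-maximal effect; plate controls were vehicle for no effect and reference inhibitor for full effect; nearly all actives have a fitted effect of over 55% in size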
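Compound pre-exposure to 0.75 nM APE1, 15 min at ambient temperature. Reaction initiated with 50 nM TAMRA/BHQ-2 THF substrate, read immediately in kinetic mode, 525 nm excitation, 598 nm emission.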
RXFP1 antag: qHTS Assay for Antagonists of the Relaxin Receptor RXFP1; Relaxin receptor 1 (Homo sapiens), Q9HBX9; HEK293-RXFP1, relaxin-stimulated cAMP HTRF, 30 min; hits give low values; activity change, negative = inhibition, % at 57.5 µM; hit rate 0.59% among 350,000; AID 1259400, 2018;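 active = activity change of -60% or lower, but not beyond a set lower limit; inconclusive = change between -60% and -40%, or beyond the set limit; inactive = change above -40%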; also: % is scaled to controls: 0 for no effect and ±100 for the full control effect
Target sequence (Q9HBX9 whole entry, looked up): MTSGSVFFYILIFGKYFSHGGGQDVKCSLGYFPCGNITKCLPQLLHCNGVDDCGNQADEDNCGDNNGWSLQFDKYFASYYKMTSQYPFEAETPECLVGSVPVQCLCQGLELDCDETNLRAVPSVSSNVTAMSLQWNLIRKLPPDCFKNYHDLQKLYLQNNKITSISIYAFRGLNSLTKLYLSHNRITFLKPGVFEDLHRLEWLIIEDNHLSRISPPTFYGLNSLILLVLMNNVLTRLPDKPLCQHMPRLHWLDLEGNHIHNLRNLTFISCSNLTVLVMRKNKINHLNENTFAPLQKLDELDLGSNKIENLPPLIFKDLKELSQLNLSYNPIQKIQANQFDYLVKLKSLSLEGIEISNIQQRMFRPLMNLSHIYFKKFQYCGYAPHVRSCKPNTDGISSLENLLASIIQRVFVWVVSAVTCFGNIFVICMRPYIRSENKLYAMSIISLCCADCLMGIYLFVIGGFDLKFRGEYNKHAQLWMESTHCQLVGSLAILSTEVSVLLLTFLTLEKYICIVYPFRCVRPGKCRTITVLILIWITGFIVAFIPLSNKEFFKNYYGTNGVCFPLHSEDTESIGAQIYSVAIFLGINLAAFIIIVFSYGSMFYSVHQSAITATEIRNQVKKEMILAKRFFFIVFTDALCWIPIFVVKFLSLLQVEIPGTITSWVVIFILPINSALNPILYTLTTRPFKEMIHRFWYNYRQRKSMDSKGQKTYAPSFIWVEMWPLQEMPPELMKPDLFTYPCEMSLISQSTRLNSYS
BLM helicase inh: qHTS Assay for Inhibitors of Bloom's syndrome helicase (BLM). hit rate 0.2% among 350,000. RecQ-like DNA helicase BLM (Homo sapiens), P54132. Potency, µM (top dose mostly 56.1 µM), inactives show at the top dose activity change, negative = inhibition, actives largely listed as inhibitors. recombinant BLM DNA unwinding, fluorescence dequenching;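 also: potency is read from the fitted curve at half-maximal effect; plate controls were vehicle for no effect and no enzyme for full effect; nearly all actives have a fitted effect of over 35% in size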
Pol kappa inh: qHTS for Inhibitors of Polymerase Kappa; DNA polymerase kappa (Homo sapiens), Q9UBT6; purified Pol kappa, fluorescent DNA synthesis assay, 10 min; Potency, µM (series often up to 107 µM), without a hit: at the top dose activity, negative = inhibition, actives largely listed as inhibitors; hit rate 0.53% among 400,000; AID 588579, 2011; also: potency is read from the fitted curve at half-maximal effect; % is scaled to controls: 0 for no effect and ±100 for the full control effect
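Kinetic fluorescence readout at 0 and 10 min followed reaction start with substrate at 50 nM final. Beforehand, enzyme (10 nM Pol kappa) stood 15 min with compound at room temperature; buffer-only wells were negative controls.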
POLB inh: qHTS Assay for Inhibitors of DNA Polymerase Beta | Pol beta primer extension/strand displacement, fluorescence kinetic | hit rate 1.3% among 340,000 | P06746 | Potency, µM (series often up to 114 µM), for the others: at the highest dose activity change, negative = inhibition, most hits filed as inhibitors; also: potency is read from the fitted curve at half-maximal effect; % is scaled to controls: 0 for no effect and ±100 for the full control effect
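Enzyme-only controls used 10 nM Pol beta; buffer lacking enzyme served as negative control. Compound preincubated 15 min, then 50 nM substrate added; 0 and 10 min reads at room temperature.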
Tb PGK inh: qHTS Assay to Find Inhibitors of Phosphoglycerate Kinase; Phosphoglycerate kinase, glycosomal (Trypanosoma brucei brucei), P07378; PGK/GAPDH coupled, Kinase-Glo luminescence, 60 min; Potency, µM (highest dose often 57.5 µM), inactives show top-dose activity change, negative = inhibition, usual class: inhibitors; hit rate 0.043% among 380,000; also: potency is read from the fitted curve at half-maximal effect; % is scaled to controls: 0 for no effect and ±100 for the full control effect; nearly all actives have a fitted effect of over 60% in size
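Luminescent ATP detection (Kinase-Glo Plus) follows a 60-minute room-temperature incubation, with wells lacking PGK as controls. Buffer: 100 mM TEA (pH 7.6), 5 mM MgCl2, 0.01% Tween-20. Coupling enzyme GAPDH (100 nM final) supplies unstable 1,3-BPG in-well.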
Pol eta inh: qHTS for Inhibitors of Polymerase Eta | recombinant Pol eta, fluorescent DNA replication assay | Potency, µM (titrated, usually from 114 µM), for the others: at the highest dose activity change, negative = inhibition, most hits filed as inhibitors | hit rate 1.2% among 390,000; also: potency is read from the fitted curve at half-maximal effect; % is scaled to controls: 0 for no effect and ±100 for the full control effect
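Pol eta at 10 nM preincubated with compounds 15 min at room temperature; reaction started with fluorescent substrate (50 nM final) and read kinetically at 0 and 10 min.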
Starred values were filed as active, the others as inactive; i = inactive; ? = inconclusive; · = not tested or not shown; [ ] = another dose, or the depositor's remark. Unless noted, calls follow the shape of the dose curve; as a rule, active = well fitted curve in the direction sought with a large enough effect; inconclusive = small, poorly fitted or top-dose-only effect, or another doubt; inactive = no such curve, though single readings can be large; an effect the other way counts as inactive or inconclusive. A portion of the library (hit frequency here may not be typical).

Below each SMILES – Apoferritin bind	POLI inh	APE1 inh	RXFP1 antag	BLM helicase inh	Pol kappa inh	POLB inh	Tb PGK inh	Pol eta inh
COc1ccc(CNC(=O)CN2C(=O)NC(C)(c3ccc(Cl)cc3)C2=O)cc1 (stereo not given)
 : -5%	38%[activator]	20%	-6	-4%	-3%	24%	-8%	-21%
Cn1cnnc1SCC(=O)Nc1ccc(OC(F)F)cc1
 : -4%	24%	-2%	3	2%	1%	3%	-4%	-19%
O=C(NCCCN1CCOCC1)C(=O)N/N=C/c1ccc2c(c1)OCO2
 : -1%	71%[activator]	0%	-10	0%	-9%	-1%	i	-15%
CCc1noc(C)c1C(=O)N(CC)CC(=O)NCc1ccc(Cl)cc1
 : ·	-10%	53%[activator]	4	·	-2%	·	-1%	4%
COC(=O)C1=C(C)N(C)C(=S)NC1c1ccc(Cl)cc1 (stereo not given)
 : 0%	95%[activator]	-7%	-21	-9%	-2%	2%	-1%	-26%
O=C(CC1SC(N2CCCC2)=NC1=O)Nc1ccc(C(=O)NCc2ccc(F)cc2)cc1 (stereo not given)
 : ·	13%	-20%	?	·	1%	·	6%	-1%
COc1ccc(C(C(=O)NCC2CCCO2)N(C(=O)Cn2nnc3ccccc32)c2ccc(NC(C)=O)cc2)cc1OC (stereo not given)
 : 8%	84%[activator]	6%	-3	-2%	-5%	3%	7%	-5%
CCOc1ccc(CCNC(=O)CCCn2nc(C)c3c(C)n(-c4ccccc4)nc3c2=O)cc1
 : -6%	18%	4%	-10	1%	-6%	-1%	-4%	-20%
CCn1cc2nc(SCC(=O)Nc3ccccc3C(F)(F)F)n(Cc3ccc(C)cc3)c(=O)c2n1
 : 54%	45µM*	·	·	-14%	?	10µM*	-2%	-20%
O=C(CCC1N=C2c3ccccc3N=C(SCc3ccccc3F)N2C1=O)NCc1ccc(F)cc1 (stereo not given)
 : -8%	5%	·	-22	-3%	0%[60.1 µM]	7%	i	0%
Cc1ccc(C(=O)NCCCNC(=O)COc2ccccc2Cl)cn1
 : 0%	17%	33%	-9	-3%	9%	35%	0%	-21%
O=[N+]([O-])c1ccc2nc(SCc3cn4cccnc4n3)[nH]c2c1
 : 2%	?	22%	7	-1%	-1%	23%	-1%	-8%
COc1ccc(CCN2C(=O)c3oc4ccc(F)cc4c(=O)c3C2c2ccc(C(C)(C)C)cc2)cc1 (stereo not given)
 : -9%	19%	·	-4	0%	-10%	32%	i	-17%
CCCn1c(NC(=O)c2ccc(Br)cc2)nc2ccccc21
 : -3%	26%	0%	16	-4%	9%	18%	-6%	-11%
COc1ccc(NC(=O)C2CCN(S(=O)(=O)c3ccc4[nH]c(=O)ccc4c3)CC2)cc1Cl
 : -3%	25%	·	·	0%	-2%[60.1 µM]	-1%	-10%	-12%
CS(=O)(=O)NC1c2cccc3cccc(c23)C1N1CCOCC1 (stereo not given)
 : 4%	-1%	18%	-7	-5%	-8%	1%	-9%	13%
O=C(Cn1c(=O)n(-c2ccccc2)c(=O)c2c3c(sc21)CCCC3)Nc1ccc(F)cc1F
 : 2%	-3%	·	·	-7%	-8%	13%	2%	-10%
CS(=O)(=O)c1ccc(C(O)C(CO)NC(=O)C(Cl)Cl)cc1 (stereo not given)
 : 5%	·	0%	·	2%	-1%[60.1 µM]	·	·	·
NC(=O)CC(NC(=O)c1ccccc1)c1ccc(NCCc2ccc(Cl)cc2)c([N+](=O)[O-])c1 (stereo not given)
 : 2%	-16%	13%	·	-3%	1%	17%	-3%	4%
CCc1ccccc1NC(=O)c1ccc2[nH]c(C)c(C)c2c1
 : -15%	24%	·	·	0%	1%	15%	-1%	-13%
CCOC(=O)c1c(NC(=O)CN2C(=O)NC3(CCCC3)C2=O)sc(C)c1CC
 : ·	2%	-16%	-7	·	-16%	·	-1%	-13%
COC(=O)CNC(c1ccccc1)c1cc(Br)ccc1N (stereo not given)
 : 4%	?	-1%	-3	-4%	-13%	3%	-1%	-15%
COc1ccc2cc(-c3nc4ccccc4n3C)c(=O)oc2c1
 : 26%	?	11%	-12	-4%	-4%	6%	i	-6%
COc1ccc(N(Cc2ccccc2)S(=O)(=O)c2ccc(C)cc2)cc1
 : 79%[activator]	74%[activator]	-2%	1	-9%	-5%	5%	i	-13%
COc1ccc(NC(=O)CCNS(=O)(=O)c2ccc(C)c(C)c2)cc1OC
 : -10%	16%	42%[activator]	-26	-3%	-7%	44%	-5%	-11%
Cc1cc(NC(=O)c2cc(-c3ccccn3)nc3ccc(Br)cc23)no1
 : -16%	11%	-6%	2	-14%	-13%	18%	1%	4%
CCOC(=O)c1cnc2ccc(Br)cc2c1NCCN1CCOCC1
 : -1%	-3%	·	·	4%	-4%	-18%	i	-1%
CCN(C(=O)C1CCN(S(=O)(=O)c2cc(Br)cc3c2N(C(C)=O)CC3)CC1)c1cccc(C)c1
 : -17%	-4%	·	-3	-11%	-2%	85%	-6%	-8%
S=C(Nc1ccc(Cl)cc1)N1CCCC1
 : -10%	23%	-1%	-10	3%	-3%	40%	i	-9%
COc1ccc(-c2cc3cc(-c4cc(OC)c(OC)c(OC)c4)ccc3o2)cc1
 : ·	5%	-1%	·	·	-19%	·	i	-7%

Ordered by value in APE1 inh (descending): 3 of the compounds above.
| smiles | APE1 inh |
| --- | --- |
| O=C(NCCCN1CCOCC1)C(=O)N/N=C/c1ccc2c(c1)OCO2 | 0% |
| S=C(Nc1ccc(Cl)cc1)N1CCCC1 | -1% |
| COC(=O)C1=C(C)N(C)C(=S)NC1c1ccc(Cl)cc1 (stereo not given) | -7% |

Remaining list, next part
Below each SMILES – Apoferritin bind	POLI inh	APE1 inh	RXFP1 antag	BLM helicase inh	Pol kappa inh	POLB inh	Tb PGK inh	Pol eta inh
CCCNC(=S)N1CCC(NC(=O)Nc2ccc(C)cc2)CC1
 : 133%[activator]	14%	0%	-12	-6%	8%	-2%	-9%	-9%
NC(=O)CSc1nc(-c2ccccc2)c(-c2ccccc2)o1
 : -9%	-16%	0%	3	-11%	-8%	25%	-16%	-15%
Cc1ccccc1-c1nn2c(=O)cc(CN3CCN(C(=O)c4ccccc4Br)CC3)nc2s1
 : 42%[activator]	4%	·	-9	0%	3%[60.1 µM]	11%	-13%	-4%
COc1ccccc1NS(=O)(=O)c1cc(-c2cc(C)no2)ccc1OC
 : -4%	8%	82%	-7	-12%	3%	2%	-3%	-11%
CCCN(c1ccc(C(C)C)cc1)S(=O)(=O)c1c(C)[nH]c(=O)[nH]c1=O
 : -17%	2%[58.9 µM]	15%	6	-2%	-10%	3%	8%	-8%
Cc1nc2ccc(S(=O)(=O)CCC(=O)Nc3ccc(Cl)cc3)cc2s1
 : -2%	5%	·	1	2%	-6%	2%	·	·
Cn1c(NC(=O)c2ccccc2F)cc(=O)n(C)c1=O
 : 0%	-8%	-1%	·	6%	8%	9%	-12%	-8%
CCOC(=O)C(Cc1ccccc1)C(=O)Nc1nccs1 (stereo not given)
 : -10%	15%	0%	-6	-3%	-10%	1%	6%	-17%
CNC(=O)C1CC(=O)N(c2ccc(F)c(Cl)c2)C1 (stereo not given)
 : -3%	10%	1%	2	-1%	-15%	15%	-5%	4%
COC(=O)/C(=N\Nc1ccc(Cl)cc1)Sc1nnc(-c2ccc(OC)cc2)n1C
 : -6%	137%[activator]	0%	-5	1%	3%	6%	-8%	-23%
COC(=O)C1=C(C)N(C(C)C)C(=O)C1(NC(=O)C1CCCCC1)C(F)(F)F (stereo not given)
 : -12%	24%	0%	-6	-1%	-4%	-24%	-4%	0%
O=C(CCc1nnc2n(Cc3ccccc3)c(=O)c3ccccc3n12)NCCN1CCOCC1
 : -7%	-12%	8%	3	3%	-1%	26%	0%	-4%
O=C(Nn1cc(C(=O)N2CCN(c3ccccc3F)CC2)c2ccccc2c1=O)c1cnccn1
 : -6%	48%[activator]	4%	-20	-3%	-8%	22%	-7%	6%
Cc1nc(C)n(CC(O)COc2ccc3ccccc3c2)n1 (stereo not given)
 : -7%	7%	-3%	-14	3%	5%	30%	-8%	-5%
CCn1cnc2c1c(=O)n(CC(=O)Nc1ccc3c(c1)OC(F)(F)O3)c(=O)n2Cc1ccccc1
 : ?	8%	-5%	-12	-7%	-10%	?	3%	-9%
C/C(=N\NC(=O)c1cccc2ccccc12)c1cccs1
 : 3%	-5%	0%	-21	-2%	-15%	-1%	-9%	-12%
COc1ccc(/C=C(\C#N)C(=O)Nc2ccc3[nH]c(=O)[nH]c3c2)cc1
 : -1%	14%	-6%	3	-6%	-14%	-1%	-5%	-3%
CCCn1c(N)c(C(=O)CSc2nnc(Cc3cccs3)n2C2CC2)c(=O)n(C)c1=O
 : ·	-6%	-8%	-13	·	-14%	·	-8%	-9%
Cc1cc(C)n(CCC(=O)N=Nc2c(O)[nH]c3ccc(Br)cc23)n1
 : -11%	0%	-1%	22	-1%	-7%	?	-1%	-13%
O=C(Cn1c2c(c(=O)n3ncnc13)CCC2)N/N=C/c1ccc(Cl)cc1
 : -9%	9%	2%	4	-2%	-8%	21%	4%	-21%
CCOc1ccc(-c2nnn(CC(=O)Nc3cccc(OC)c3)n2)cc1OCC
 : -11%	22%	-10%	1	-7%	-8%[60.1 µM]	-6%	-3%	-2%
CC(C)Oc1ccc(/C=N/NC(N)=S)cc1
 : 1%	11%	1%	9	-13%	-10%	0%	-7%	-18%
Cc1ccc(CN2CCN(/N=C/c3cccnc3)CC2)c(C)c1
 : -1%	17%	-6%	-5	1%	-20%	-6%	-5%	-17%
